pPAFAH FP inh: inhibitors of human plasma PAF acetylhydrolase (pPAFAH). Q13093. recombinant pPAFAH, FP-rhodamine probe fluorescence polarization. inhibition, % at 3.39 µM. 330,000 tested, 1.5% active;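 active means inhibition above the mean inhibition across the screen plus 3 SD, cut at about 25% in these data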;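 further: inhibitors block binding of the rhodamine activity-based probe so polarization drops; 0% = enzyme with DMSO and 100% = wells lacking pPAFAH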
PAD4 FP inh: inhibitors of human PAD4; Q9UM07; 330,000 tested, 0.41% active; inhibition, % at 6.36 µM; recombinant PAD4, RCA probe fluorescence polarization; AID 485272;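 active means percent inhibition above a cutoff equal to the mean of all tested compounds plus 3 SD, cut at about 15% in these data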;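 further: 0% = PAD4 with RCA probe and DMSO and 100% = probe without PAD4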
Target sequence (Q9UM07 whole entry, looked up): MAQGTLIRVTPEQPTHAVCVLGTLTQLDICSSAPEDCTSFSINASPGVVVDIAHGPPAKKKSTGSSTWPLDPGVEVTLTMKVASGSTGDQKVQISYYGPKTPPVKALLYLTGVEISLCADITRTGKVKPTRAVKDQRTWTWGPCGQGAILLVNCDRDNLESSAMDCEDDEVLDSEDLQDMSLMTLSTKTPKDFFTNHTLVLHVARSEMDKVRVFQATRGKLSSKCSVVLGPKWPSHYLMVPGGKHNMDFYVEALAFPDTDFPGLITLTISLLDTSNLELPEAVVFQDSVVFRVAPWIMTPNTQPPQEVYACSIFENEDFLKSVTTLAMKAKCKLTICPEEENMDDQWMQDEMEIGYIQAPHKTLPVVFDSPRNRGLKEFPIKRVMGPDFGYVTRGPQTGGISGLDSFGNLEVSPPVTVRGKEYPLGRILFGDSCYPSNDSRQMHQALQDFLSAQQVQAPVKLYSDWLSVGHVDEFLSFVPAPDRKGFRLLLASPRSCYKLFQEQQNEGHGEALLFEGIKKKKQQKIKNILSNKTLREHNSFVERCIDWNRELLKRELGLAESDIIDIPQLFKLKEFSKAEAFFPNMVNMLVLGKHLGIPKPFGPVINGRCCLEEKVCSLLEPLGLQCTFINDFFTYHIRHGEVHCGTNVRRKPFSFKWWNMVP
PAFAH2 inh: inhibitors of human PAFAH2; Q99487; recombinant PAFAH2, FP-rhodamine activity probe, fluorescence polarization; inhibition, % at 3.39 µM; 340,000 tested, 0.99% active;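 active means inhibition above the mean over all tested compounds plus 3 SD, cut at about 30% in these data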;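 further: inhibitors block probe labeling of enzyme so polarization drops; 0% = enzyme with DMSO and 100% = wells lacking PAFAH2 protein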
PAFAH1B3 inh: blocks human PAF acetylhydrolase 1B catalytic subunit 3; AID 492972; inhibition, % at 3.39 µM; 340,000 tested, 0.28% active; recombinant PAFAH1B3, FP-rhodamine probe, fluorescence polarization; Q15102;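 active means inhibition above the screen-wide average of all tested compounds plus 3 SD, cut at about 25% in these data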;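 further: 0% = enzyme with DMSO only and 100% = wells lacking PAFAH1B3 protein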
PAFAH1B2 FP inh: inhibitors of human PAFAH1B2 | P68402 | recombinant PAFAH1B2, FP-rhodamine activity probe, fluorescence polarization | inhibition, % at 3.39 µM | 340,000 tested, 1.2% active;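 active means inhibition above the mean of all tested compounds plus 3 SD, cut at about 24% in these data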;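 further: 0% = enzyme with DMSO and 100% = wells lacking PAFAH1B2; many of its hits are not listed in these tables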
GSTO1 inh: blocks human GSTO1 in RBBP9 counter-screen. P78417. recombinant GSTO1, activity-based probe fluorescence polarization. inhibition, % at 5.96 µM. 300,000 tested, 1.1% active. AID 1974;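 active means inhibition above the campaign mean inhibition plus 3 SD, cut at about 35% in these data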;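 further: 0% = GSTO1-1 with DMSO and 100% = wells lacking GSTO1-1 enzyme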
Target sequence (P78417 whole entry, looked up): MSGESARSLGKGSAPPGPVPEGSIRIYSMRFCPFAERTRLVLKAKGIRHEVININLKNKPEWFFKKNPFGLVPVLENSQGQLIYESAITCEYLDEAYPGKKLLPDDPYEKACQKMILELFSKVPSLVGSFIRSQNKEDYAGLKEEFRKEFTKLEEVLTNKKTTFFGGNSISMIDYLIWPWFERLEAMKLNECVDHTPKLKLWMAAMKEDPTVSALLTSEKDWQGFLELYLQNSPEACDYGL
PME-1 primary: blocks human protein phosphatase methylesterase 1. Q9Y570. recombinant PME-1, FP-Rh probe fluorescence polarization. inhibition, % at 5.9 µM. 320,000 tested, 0.53% active;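 active means inhibition above the campaign mean of all compounds plus 3 SD, cut at about 26% in these data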;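 further: competitive labeling of PME-1 active site by serine hydrolase directed probe; 0% = PME-1 with DMSO and 100% = wells lacking PME-1 enzyme; inhibitors block probe labeling so polarization falls and inhibition rises; many of its hits are not listed in these tables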
LYPLA1 inh: LYPLA1 (human) inhibition in PME1 counter-screen; inhibition, % at 5.9 µM; recombinant LYPLA1, FP-Rh probe fluorescence polarization; AID 2174; 320,000 tested, 0.16% active;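 active means inhibition above the mean of all tested compounds plus 3 SD, set per campaign, cut at about 14% in these data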;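 further: inhibitors block serine hydrolase probe labeling of LYPLA1 so polarization falls; 0% = enzyme with DMSO and 100% = wells lacking LYPLA1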
LYPLA2 inh: blocks human lysophospholipase 2, a PME1 counter-screen | O95372 | recombinant LYPLA2, FP-Rh probe fluorescence polarization | 320,000 tested, 0.38% active | inhibition, % at 5.9 µM;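 active means inhibition above the screen-wide mean plus 3 SD, limit set per campaign, cut at about 26% in these data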;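 further: 0% = LYPLA2 with DMSO and 100% = wells lacking LYPLA2 enzyme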
Active calls of the source: *; / = no result given. Only part of the results is shown; count on the stated rates, not on these rows.

smiles	LYPLA2 inh	GSTO1 inh	PAFAH1B3 inh	pPAFAH FP inh	LYPLA1 inh	PAFAH2 inh	PME-1 primary	PAD4 FP inh	PAFAH1B2 FP inh
O=C(O)c1cccc(-c2ccc3c(c2)OCO3)c1	2	-4	3	5	-1	2	-4	-1	6
COc1ccccc1-c1nc(SCC(=O)Nc2cc(C)on2)c2c(=O)n(C)c(=O)n(C)c2n1	6	2	12	-3	2	4	-7	-3	1
CC1CN(C(=O)c2cc([N+](=O)[O-])cc([N+](=O)[O-])c2)CC(C)O1 (stereo not given)	-1	6	0	0	-2	-2	1	2	1
COc1ccc(OC)c(CN2CCN(C(=O)c3cc4ccccc4cc3O)CC2)c1	2	-1	6	-4	0	0	6	0	-1
CC1CC(OC(=O)CN2CCCCC2)CC(C)(C)C1 (stereo not given)	-1	0	/	10	4	/	-3	2	/
Cc1ccsc1/C=N\NC(=O)CC(=O)NCc1ccccc1	4	4	7	-1	-2	4	1	-6	6
Cc1cccc(-n2c(SCC(=O)Nc3ncc(Cl)cc3Cl)nc3ccccc32)c1	-8	-8	4	7	-1	-7	-8	-2	-3
Cc1ccc(S(=O)(=O)Nc2cccnc2)cc1	-3	-1	1	3	-2	6	3	-6	4
COc1ccc(C)cc1S(=O)(=O)N(C)CC(=O)N1CCCC1	-2	-1	5	3	-2	5	0	2	-1
Cc1nnn(-c2nonc2N)c1C(=O)N/N=C/c1cccc2ccccc12	-3	2	-9	-2	-3	8	0	0	-2
CN(C)C1(CNC(=O)c2cccc(S(=O)(=O)Nc3ccc(Br)cc3)c2)CCCCC1	8	-4	-2	43*	2	-3	1	-1	4
Cc1cc(=O)[nH]c(SCc2cn3ccccc3n2)n1	0	-4	3	0	1	-1	0	-5	1

(list continues)
smiles	LYPLA2 inh	GSTO1 inh	PAFAH1B3 inh	pPAFAH FP inh	LYPLA1 inh	PAFAH2 inh	PME-1 primary	PAD4 FP inh	PAFAH1B2 FP inh
C/C=C(/C)C(=O)O[C@@H]1[C@H](OC(=O)C=C(C)C)c2c(ccc3ccc(=O)oc23)OC1(C)C	1	2	0	0	-2	-2	5	0	4
COC(=O)CC1C(=O)NCCN1C(=O)CSc1nc2cc(Cl)ccc2o1 (stereo not given)	2	3	5	4	2	14	-5	-2	7
Cc1ccc(-c2cc(C(=O)N/N=C/C(Br)=C/c3ccccc3)n[nH]2)o1	-27	-19	0	-13	-18	-7	-23	-3	-5
Cc1nnsc1C(=O)N1CCN(c2ccc(C#N)cn2)CC1	-3	2	/	7	0	/	0	2	/
O=C(N/N=C/c1cc2c(cc1Br)OCO2)c1c[nH]c2ccccc12	-43	-19	-1	6	-21	-22	-63	-4	-4
CN1CCN(C(c2ccc(Br)cc2)c2cc(Cl)c3cccnc3c2O)CC1 (stereo not given)	-1	-12	5	5	-10	-2	6	-4	9
CCOC(=O)c1cc(S(=O)(=O)N(C)Cc2ccccc2)cn1C	-3	3	4	6	0	-3	3	1	2
CCCCC(=O)N/N=C/c1ccc(Sc2cccc3cccnc23)o1	9	4	2	10	0	7	-2	3	0
CCOC(=O)C1=C(C)N(c2ccccc2)C(=O)/C1=C\c1cccs1	0	4	4	3	-2	-6	-9	-3	-3
O=C(Nc1ccc2oc(-c3ccccc3Cl)nc2c1)c1ncn[nH]1	-10	-23	1	-6	-3	-6	-17	0	5
COCCN1CCN(C(=O)c2ccc3c(c2)S(=O)(=O)c2ccccc2C3=O)CC1	4	-1	/	-3	-4	/	-1	-1	/
Cn1cc(S(=O)(=O)N2CCOCC2)cc1C(=O)NCc1ccccc1Cl	1	4	1	1	1	0	-1	0	3

(listing goes on)
smiles	LYPLA2 inh	GSTO1 inh	PAFAH1B3 inh	pPAFAH FP inh	LYPLA1 inh	PAFAH2 inh	PME-1 primary	PAD4 FP inh	PAFAH1B2 FP inh
Cc1cccc(C(=O)NCCNC(=O)c2ccccn2)c1	-9	0	2	-3	-3	-2	-7	8	5
Cc1ccccc1C(=O)Nc1ccnn1C1CCN(C(C)Cc2ccccc2F)CC1 (stereo not given)	0	4	4	-1	0	-4	5	4	2
Cc1cc(NC(=O)c2ccc3nccnc3c2)ccc1Br	/	/	11	9	/	1	/	-1	6
CC(C)N(CC(=O)Nc1ccc(Cl)cc1C(F)(F)F)C(=O)CCl	0	66*	8	3	-2	-3	2	0	-2
CCc1ccc(NC(=O)CC2C(=O)Nc3c2c(=O)n(C)c(=O)n3C)cc1 (stereo not given)	-1	0	3	1	2	-12	0	-2	3
O=C(O)c1ccc(-n2ncc3c2/C(=C/c2cccc([N+](=O)[O-])c2)CC3)cc1	-6	-1	1	3	1	-2	-5	2	3
CCC(C(=O)Nc1ccccn1)c1ccccc1 (stereo not given)	-1	-9	-1	-15	-3	4	0	0	8
Cn1c(COc2ccc(Cl)cc2)nnc1SCC(=O)Nc1ccc2c(c1)CCC2	-5	-3	2	2	-3	-4	-9	1	5
COc1ccccc1N(Cc1ccccc1)S(=O)(=O)c1cccc(C(=O)Nc2cccc(C)n2)c1	-22	-12	-6	1	-14	-30	-15	-2	0
CCC1=NN2C(=N)/C(=C\c3cccn3-c3cccc(Cl)c3)C(=O)N=C2S1	3	-36	7	7	-4	24	-3	4	5
O=C(/C=C/c1ccc([N+](=O)[O-])cc1)NCCc1ccc(F)cc1	2	1	2	4	1	-6	0	1	-2
CCC(C)Sc1ccc([C@@H]2[C@@H]3C(=O)N(CC)C(=O)[C@@H]3[C@]3(C(=O)OC)CCCCN23)cc1 (stereo not given in full)	/	/	0	-6	/	8	/	-6	1

Additional results follow.
smiles	LYPLA2 inh	GSTO1 inh	PAFAH1B3 inh	pPAFAH FP inh	LYPLA1 inh	PAFAH2 inh	PME-1 primary	PAD4 FP inh	PAFAH1B2 FP inh
COc1cccc(CNC(=O)C2CCN(S(=O)(=O)c3ccc(Br)s3)CC2)c1	1	-4	11	0	-3	-9	20	3	18
CSc1nnc(-c2sc3cc(C(F)(F)F)cnc3c2-c2ccccc2)n1C	2	1	-1	4	2	1	3	-5	-2
COc1ccccc1NC(=O)CSc1nnnn1C1CCCCC1	-4	-1	10	-1	-1	-10	-2	-2	1
COc1cc(NC(=S)NNC(=O)CC(C)C)c(OC)cc1Cl	6	-7	3	4	2	3	3	-7	5
O=C(NCC1CCCO1)C(c1ccncc1)N(Cc1cccs1)C(=O)Cn1nnc(-c2ccc(F)cc2)n1 (stereo not given)	-8	-12	5	1	-2	5	-8	-5	5
Cc1nnc(SCC(=O)Nc2sccc2C#N)n1Cc1ccccc1	4	17	4	14	1	4	-2	-1	7
COc1ccc(S(=O)(=O)N2CCC(C)CC2)cc1N(C)S(=O)(=O)c1ccccc1	4	-6	10	6	3	2	8	1	9
CCOc1ccc(C(OC(=O)c2ccco2)C(=O)NCc2ccc(C)cc2)cc1 (stereo not given)	-5	25	9	-4	-7	9	-7	-2	2
CCCCOc1ccc(S(=O)(=O)NNC(=O)c2cc3ccccc3o2)cc1	1	3	1	4	-1	5	4	1	-1
COc1ccc(-c2cc(C(F)F)n3ncc(C(=O)NCCCN4CCCC4=O)c3n2)cc1	2	-3	-1	0	3	5	-2	0	4
Cc1cc(C)n(Cc2ccc(C(=O)O)o2)n1	-5	2	0	4	4	-3	4	-5	6
COc1ccc(NC(=O)c2nnn(CC(=O)Nc3ccccc3OC)c2N)c(OC)c1	3	2	-1	2	1	-1	2	-3	0

Next section:
smiles	LYPLA2 inh	GSTO1 inh	PAFAH1B3 inh	pPAFAH FP inh	LYPLA1 inh	PAFAH2 inh	PME-1 primary	PAD4 FP inh	PAFAH1B2 FP inh
CCOc1cc(/C=C2/SC(=Nc3ccccc3)N(Cc3cccnc3)C2=O)ccc1OCC#N	-12	-21	-5	3	-7	-9	2	0	1
COc1cccc(CN(C(=O)Cc2c[nH]c3ccccc23)C(C(=O)NC2CCCCC2)c2cccs2)c1 (stereo not given)	-1	-1	-2	5	-3	-1	-1	-2	9
CCN1CCCC1CNC(=O)Cn1nc(C)n2c(cc3cc(C)ccc32)c1=O (stereo not given)	5	3	-2	6	4	-4	-9	-7	-1
N/C(=N/OC(=O)c1ccccc1F)c1nonc1N	4	-5	5	0	2	3	4	-2	2
COC(CNC(=O)CNC(=S)N(Cc1ccccc1)Cc1cccs1)OC	-3	1	9	-1	-3	-4	-6	0	0
Cn1nnnc1N=N/C(=N/Nc1ccccc1)c1ccccc1	1	3	9	8	-2	12	8	3	3
O=C(Cc1ccccc1)c1nc2ccccc2s1	0	0	3	-4	-1	10	-1	-3	1
CC(C)OC(=O)/C(=C\c1cccnc1)NC(=O)c1ccccc1	1	-9	-2	0	-5	-4	3	0	6
O=[N+]([O-])c1cccc(-c2cc3cccc[n+]3cc2-c2cccc([N+](=O)[O-])c2)c1	13	5	0	1	4	0	5	4	3
O=C(O)c1ccc(-n2nncc2-c2ccco2)cc1	-1	3	5	3	1	-2	-2	0	0
Cc1ccc(S(=O)(=O)c2nnn3c2nc(N2CCOCC2)c2ccccc23)cc1C	-5	-9	3	0	-2	-1	5	1	-2
CC(=O)N1N=C(c2ccccc2)OC1c1cccnc1 (stereo not given)	6	-3	10	2	1	-5	-1	-1	2

The results go on.
smiles	LYPLA2 inh	GSTO1 inh	PAFAH1B3 inh	pPAFAH FP inh	LYPLA1 inh	PAFAH2 inh	PME-1 primary	PAD4 FP inh	PAFAH1B2 FP inh
CC(=O)c1ccc(NC(=O)c2cc(Cl)nc3ccccc23)cc1	-3	0	4	2	-7	-1	2	-3	-2
Nc1ccc(N2CCCCC2)c(S(=O)(=O)Nc2ccc(Cl)cc2)c1	-5	11	0	8	-1	-20	0	1	3
CC(Oc1ccc(-c2ccccc2)c(F)c1)c1ccn(S(=O)(=O)c2cccc3ccccc23)n1 (stereo not given)	3	-10	3	0	-2	-1	-4	3	8
CCN(CCO)C(=O)c1ccc2nc(Cc3ccc(OC)cc3)oc2c1	5	7	0	2	4	2	0	1	4
CN(C)S(=O)(=O)c1ccc(C(=O)Nc2cccc(C(=O)O)c2)cc1	-4	0	3	1	-3	-1	-4	-3	0
CCOC(=O)C1=C(O)/C(=C/c2ccc(OCC(=O)O)c(OCC)c2)SC1=Nc1ccc(OC)cc1	-7	-18	9	-1	-9	-12	0	2	-3

Screening results: PubChem, The Scripps Research Institute Molecular Screening Center
